# Screening results as filed in PubChem BioAssay.
# Tat transport: E. coli Tat export inhibitors, primary screen, MC4100, TorA-mCherry reporter, fluorescence, single point | inhibition, % at 10 µM | AID 488895, 2010 | hit rate 0.036% among 340,000;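 active = mean replicate inhibition at least 50% and at least half of replicates individually reaching 50%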;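 note: exported cargo escapes ClpAP degradation while cytoplasmic cargo is degraded and loses fluorescence; 0% = median of neutral control wells and 100% = median of NaSCN control wells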
# SR-BI uptake up: activators of SR-BI mediated DiI-HDL uptake, primary screen, ldlA[mSR-BI] CHO cells, DiI fluorescence; 3 h; 100 = double the neutral-control signal; activation, % at 12.5 µM; hit rate 0.096% among 320,000; AID 504775, 2011;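 active = mean replicate activation of at least 60% and every replicate at or above 60%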;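 note: 0% = median plate neutral-control signal and 100% = twice that signal; values of inactives mirror those of a sister screen read the other way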
#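 System: CHO ldlA[mSR-BI] cells / Medium: HEPES-buffered (25 mM, pH 7.4) F12 plus 0.5% BSA / Probe or stimulus: labelled HDL, 10 µg/mL / Doses: single compound concentration, delivered by pin transfer / Schedule: 3 h, 37 °C / Measured by: DiI fluorescence, bottom read / Measure: cell-associated DiI fluorescence as measure of HDL uptake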
# Wnt act: Wnt/beta-catenin pathway activators, primary screen, cell-based, plate reader, single point | Wnt/beta-catenin reporter cell assay, activator | activation, % at 9.35 µM | hit rate 1.2% among 300,000 | AID 743398, 2014; in the data active = activation above about 30%, passing the limit was not always enough;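 note: 0% = neutral control wells and 100% = positive control wells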
# AddAB inh: growth inhibition of E. coli expressing H. pylori AddAB, primary screen, AddAB inhibitor project, absorbance; hit rate 0.29% among 330,000; inhibition, % at 11.9 µM; AID 435030, 2010; in the data active = inhibition above about 12%;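 note: 0% = vehicle wells of infected cells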
# phage Ecoli inh: growth loss of phage-infected E. coli, primary screen, RecBCD inhibitor project, absorbance, with phage, HTS. inhibition, % at 11.9 µM. hit rate 0.26% among 360,000. AID 651602, 2012; in the data active = inhibition above about 11%
# MITF TRPM1 HTS: activators of MITF-driven TRPM1 promoter reporter, primary screen, cell-based, SK-MEL-5, luciferase, single point | AID 588334, 2011 | activation, % at 12.5 µM | SK-MEL-5 TRPM1-promoter luciferase, 24 h; % of positive control, neutral wells = 0 | hit rate 0.75% among 300,000;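 active = mean activation of at least 80% with every replicate also reaching 80%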;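 note: 0% = neutral control wells and 100% = parthenolide positive control wells; values of inactives mirror those of a sister screen read the other way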
# SR-BI HDL uptake: inhibitors of SR-BI mediated HDL lipid uptake, primary screen, ldlA[mSR-BI] cells, fluorescence, single point. ldlA[mSR-BI] CHO cells, DiI-HDL uptake fluorescence, 3 h. inhibition, % at 12.5 µM. AID 488896, 2010. hit rate 0.96% among 320,000. Scavenger receptor class B member 1 (Mus musculus), Q61009;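 active = mean replicate inhibition of at least 70% and a set share of replicates each scoring 70 or more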;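 note: 0% = median of neutral control wells and 100% = median of positive control wells; values of inactives mirror those of a sister screen read the other way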
# Target sequence (Q61009 whole entry, looked up): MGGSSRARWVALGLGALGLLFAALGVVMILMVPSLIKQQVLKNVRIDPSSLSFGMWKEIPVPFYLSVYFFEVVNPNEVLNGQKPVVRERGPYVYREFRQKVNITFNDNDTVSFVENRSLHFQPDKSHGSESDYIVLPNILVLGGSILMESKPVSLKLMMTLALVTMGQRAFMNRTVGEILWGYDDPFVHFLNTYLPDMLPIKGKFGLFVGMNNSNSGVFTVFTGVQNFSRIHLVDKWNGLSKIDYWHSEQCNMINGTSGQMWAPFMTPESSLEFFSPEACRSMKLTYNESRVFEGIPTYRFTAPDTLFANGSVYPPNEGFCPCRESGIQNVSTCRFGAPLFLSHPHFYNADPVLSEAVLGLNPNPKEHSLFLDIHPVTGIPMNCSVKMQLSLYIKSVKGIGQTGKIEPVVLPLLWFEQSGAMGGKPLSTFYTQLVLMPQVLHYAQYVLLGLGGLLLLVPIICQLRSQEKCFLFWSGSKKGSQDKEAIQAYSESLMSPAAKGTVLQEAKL
# CAL PDZ FP-1: untagged CAL PDZ binding inhibitors, primary screen, biochemical, fluorescence polarization, HTS; Golgi-associated PDZ and coiled-coil motif-containing protein (Homo sapiens), Q9HD26; purified CAL PDZ, TMR-peptide fluorescence polarization, 1 h; inhibition, % at 24.9 µM; hit rate 0.92% among 300,000; AID 602252, 2012;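 active = mean inhibition of at least 30% with at least half of replicates also reaching 30%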;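 note: 0% = DMSO neutral control and 100% = excess unlabeled competitor peptide PRC23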
# CAL PDZ FP-2: CAL PDZ peptide-binding inhibitors, primary screen, biochemical, fluorescence polarization, Cer-tagged CAL PDZ, HTS. hit rate 0.02% among 330,000. AID 504414, 2011. inhibition, % at 20 µM. Golgi-associated PDZ and coiled-coil motif-containing protein (Homo sapiens), Q9HD26. purified CAL PDZ, TMR-peptide fluorescence polarization, 1 h;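 active = highest replicate inhibition of at least 40%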;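 note: plate controls were DMSO neutral control wells for no effect and unlabeled competitor peptide control wells for full effect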
#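 Test system: tagged CAL PDZ domain / Buffer or medium: sodium phosphate/NaCl buffer pH 7.4 with TCEP, IgG, Thesit / Reagent: TMR-labelled reporter peptide T*-PRC34 bound in PDZ groove / Compound dosing: single point, 20 µM / Schedule: 1 h incubation at room temperature before polarization reading / Technique: fluorescence polarization (mP) / Benchmarks: unlabelled peptide, DMSO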
# Ecoli viability: E. coli V3065 growth inhibition, primary screen, counter-screen for AddAB inhibitor project, absorbance, OD600. hit rate 0.27% among 330,000. 18 h. AID 449728, 2010. inhibition, % at 11.9 µM;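 active = inhibition above the campaign's mean inhibition across all tested compounds plus 3 SD, cut at about 9.9% in these data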;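 note: uninfected addAB+ strain grown without phage in ampicillin broth; 0% = DMSO wells and 100% = ciprofloxacin 0.95 µg/ml wells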
# Numbers without * were called inactive; nt = no result given.
item	structure	Tat transport	SR-BI uptake up	Wnt act	AddAB inh	phage Ecoli inh	MITF TRPM1 HTS	SR-BI HDL uptake	CAL PDZ FP-1	CAL PDZ FP-2	Ecoli viability
1	O=C1c2ccccc2NC(c2cn[nH]c2-c2ccccc2)N1O (stereo not drawn)	-1	-4	0	3.7	6.4	-4	4	-4	-0.1	2.1
2	O=C1COc2ccc(S(=O)(=O)N3CCN(c4ccccc4F)CC3)cc2N1	1	-2	2	2.4	-2.1	-8	2	-2	-1.5	3.3
3	Cc1cc(NC(=O)COC(=O)c2ccc(C)c(C)c2)no1	-1	-3	0	1.4	2.7	0	3	-5	-0.7	1.1
4	CCOc1ccc(/C=C2\SC(=S)NC2=O)cc1OC	-5	-7	9	2.4	3.5	4	7	-2	-0.8	-0.6
5	CN(C(=O)CSc1nc(-c2ccccc2)c(-c2ccccc2)o1)C1CCS(=O)(=O)C1 (stereo not drawn)	-8	-57	-2	-1.0	5.6	-2	57	6	-1.3	-0.9
6	c1cnc(N2CCN(c3cnccn3)CC2)nc1	6	16	0	0.6	2.5	16	-16	-4	-1.5	0.5
7	CCOC(=O)Cn1c(C)nc2ccccc21	3	25	1	3.2	3.0	-5	-25	-4	-1.0	-1.1
8	OCCn1c(-c2ccc3c(c2)OCO3)csc1=Nc1ccccc1	-5	nt	22	1.9	3.6	13	-24	-3	-0.4	-0.6
9	CC(C)CC(NC(=O)C(Cc1ccc(OCc2ccccc2)cc1)NC(=O)OC(C)(C)C)C(N)=O (stereo not drawn)	-5	-6	-11	-1.2	-0.8	-1	6	-3	-1.3	-1.4
10	COc1cccc(CNC(=O)[C@H](C)NC(=O)C2CCN(S(=O)(=O)c3ccccc3)CC2)c1	-2	-4	-1	0.3	2.4	-3	4	-8	0.1	-1.1
11	O=C(NC(=S)NC(CO)c1ccccc1)c1ccc(F)cc1 (stereo not drawn)	0	-14	0	0.6	1.7	15	14	1	-2.4	-2.3
12	CCN(CC(=O)Nc1ccc(NC(C)=O)cc1)C(=O)/C=C/c1cn(-c2ccccc2)nc1-c1ccc(F)cc1	-5	-2	-4	-0.2	3.0	6	2	-2	-0.6	-2.2
13	C/C(Cl)=C/CSc1nc2c(c(=O)[nH]c(=O)n2C)n1C(C)C	-4	3	-1	2.1	1.9	nt	-3	nt	-2.3	-0.5
14	Cc1cc(C(=O)NNc2ccc(C)c(C)c2)no1	0	12	8	3.4	-2.7	nt	-12	-4	-0.8	1.9
15	Clc1cc(-c2ccccc2)nc(-c2ccccc2)n1	-11	-5	-10	-1.0	0.8	-5	5	1	0.0	-2.6
16	CCCN(CC1CC1)C(=O)CSc1ncnc2sccc12	5	-4	-1	4.2	0.3	1	4	nt	-1.2	1.4
17	Cc1ccnc2nc(C(=O)OCCOc3ccc(F)cc3)nn12	3	28	0	-2.0	3.4	-12	-28	-3	40*	-0.6
18	O=S(=O)(c1ccc(Br)c2nsnc12)N1CCOCC1	1	26	-2	-0.4	1.8	-3	-26	-2	-0.6	-0.4
19	COc1ccc(N(C)S(=O)(=O)c2cccc(C(=O)Nc3nnc(C)s3)c2)cc1	6	nt	1	0.9	0.5	9	-5	-9	-2.4	0.2
20	CNCCCOc1ccc2c(c1)CCC2	-2	21	0	2.6	5.3	16	-21	-1	0.3	1.5
21	Oc1ccc2ccccc2c1C=NCc1cn2ccsc2n1	13	-2	7	-2.1	-5.4	-13	2	-2	-0.7	-3.4
22	N#C/C(=C\c1ccc[nH]1)C(=O)NCC1CCCO1 (stereo not drawn)	-6	-3	3	-0.2	3.1	nt	3	-10	-1.0	-0.9
23	Cc1[nH]oc(=O)c1N=Nc1ccc2[nH]c(=O)[nH]c2c1	11	10	17	4.0	1.9	nt	-10	nt	-0.8	0.8
24	CCCCc1ccc(NS(=O)(=O)c2cccc(C(=O)N3CCNC(=O)C3)c2)cc1	-3	15	-1	nt	2.5	8	-15	-3	0.8	nt
25	Cc1ccsc1C(=O)N(Cc1nnc(-c2ccccc2Cl)o1)C1CC1	-2	-20	2	0.2	4.3	22	20	1	-1.8	-2.5

# Part of the list above in order of length of the SMILES, lowest first.
item	structure	Tat transport	SR-BI uptake up	Wnt act	AddAB inh	phage Ecoli inh	MITF TRPM1 HTS	SR-BI HDL uptake	CAL PDZ FP-1	CAL PDZ FP-2	Ecoli viability
20	CNCCCOc1ccc2c(c1)CCC2	-2	21	0	2.6	5.3	16	-21	-1	0.3	1.5
7	CCOC(=O)Cn1c(C)nc2ccccc21	3	25	1	3.2	3.0	-5	-25	-4	-1.0	-1.1
14	Cc1cc(C(=O)NNc2ccc(C)c(C)c2)no1	0	12	8	3.4	-2.7	nt	-12	-4	-0.8	1.9
16	CCCN(CC1CC1)C(=O)CSc1ncnc2sccc12	5	-4	-1	4.2	0.3	1	4	nt	-1.2	1.4
18	O=S(=O)(c1ccc(Br)c2nsnc12)N1CCOCC1	1	26	-2	-0.4	1.8	-3	-26	-2	-0.6	-0.4
17	Cc1ccnc2nc(C(=O)OCCOc3ccc(F)cc3)nn12	3	28	0	-2.0	3.4	-12	-28	-3	40*	-0.6
3	Cc1cc(NC(=O)COC(=O)c2ccc(C)c(C)c2)no1	-1	-3	0	1.4	2.7	0	3	-5	-0.7	1.1
8	OCCn1c(-c2ccc3c(c2)OCO3)csc1=Nc1ccccc1	-5	nt	22	1.9	3.6	13	-24	-3	-0.4	-0.6
23	Cc1[nH]oc(=O)c1N=Nc1ccc2[nH]c(=O)[nH]c2c1	11	10	17	4.0	1.9	nt	-10	nt	-0.8	0.8
25	Cc1ccsc1C(=O)N(Cc1nnc(-c2ccccc2Cl)o1)C1CC1	-2	-20	2	0.2	4.3	22	20	1	-1.8	-2.5
5	CN(C(=O)CSc1nc(-c2ccccc2)c(-c2ccccc2)o1)C1CCS(=O)(=O)C1 (stereo not drawn)	-8	-57	-2	-1.0	5.6	-2	57	6	-1.3	-0.9
9	CC(C)CC(NC(=O)C(Cc1ccc(OCc2ccccc2)cc1)NC(=O)OC(C)(C)C)C(N)=O (stereo not drawn)	-5	-6	-11	-1.2	-0.8	-1	6	-3	-1.3	-1.4
12	CCN(CC(=O)Nc1ccc(NC(C)=O)cc1)C(=O)/C=C/c1cn(-c2ccccc2)nc1-c1ccc(F)cc1	-5	-2	-4	-0.2	3.0	6	2	-2	-0.6	-2.2

# Next results follow.
item	structure	Tat transport	SR-BI uptake up	Wnt act	AddAB inh	phage Ecoli inh	MITF TRPM1 HTS	SR-BI HDL uptake	CAL PDZ FP-1	CAL PDZ FP-2	Ecoli viability
26	Cc1cc2cc(CN(Cc3ccc4c(c3)OCO4)Cc3nnnn3C3CCCC3)c(=O)[nH]c2cc1C	5	3	-2	0.7	0.1	1	-3	2	0.0	0.4
27	COc1ccc(OC)c(CNC(=O)c2coc(=O)c3ccccc23)c1	17	-9	-2	3.5	3.7	8	9	-4	-2.2	-2.8
28	O=C(c1ccncc1)c1ccc(NS(=O)(=O)c2ccc(Br)s2)cc1	0	6	-4	-0.4	2.0	-1	-6	1	-2.9	0.9
29	Cc1cnc(C(=O)Nc2cc(F)ccc2C)cn1	-1	6	0	0.6	5.1	nt	-6	nt	-1.0	2.5
30	CC12CCC3c4ccc(O)cc4CCC3C1CCC2=O (stereo not drawn)	-12	-11	-2	-3.6	4.1	-4	11	1	-0.2	-1.8
31	O=C(CNc1cccc([N+](=O)[O-])c1)N/N=C/c1ccc([N+](=O)[O-])o1	2	21	-19	82*	18*	-76	-21	-1	-0.1	33*
32	O=C(CN1CCN(S(=O)(=O)c2ccc(C(F)(F)F)cc2)CC1)N1CCNC1=O	-2	2	-2	2.7	2.3	-7	-2	1	0.4	4.1
33	CC(=O)OC(C)[C@H]1CC[C@H]2[C@@H]3CC[C@H]4C[C@@H](OC(C)=O)CC[C@]4(C)C3=CC[C@]12C (stereo partly drawn)	-2	-12	-1	1.1	1.2	2	12	2	-0.9	-0.3
34	COC(=O)c1sc2ncn(-n3c(C)ccc3C)c(=O)c2c1C	-2	nt	-1	2.8	1.9	13	-24	-2	-1.3	-0.7
35	COc1ccc(OCCSc2ccc(S(=O)(=O)N3CCCC3)cn2)cc1	5	-14	3	-0.6	0.1	8	14	-3	-1.2	0.3
36	C/C(CC(=O)NC(C)(C)C)=N\NC(=O)c1ccco1	-4	41	5	1.9	-1.9	-4	-40	-4	-1.7	1.0
37	O=S(=O)(c1cccc(-c2nc3n(n2)Cc2ccccc2-3)c1)N1CCCCC1	-1	0	1	-0.8	3.5	16	0	-2	-0.3	0.3
38	O=C(Nc1cccc2ccccc12)N1CCN(c2ccc(F)cc2)CC1	-1	nt	nt	-1.3	1.5	-12	24	-5	-1.4	1.4
39	Cc1cc(C)c2nc(NNC(=O)c3cc(=O)c4ccccc4o3)sc2c1	-9	-65	22	0.7	4.3	-15	65	1	0.6	-3.9
40	CCn1c(CSc2nc3ccccc3n2C)nc2ccccc21	-9	-39	-6	4.0	1.9	15	39	-3	-0.6	-2.1
41	CCOc1ccc(C2c3[nH]c4ccccc4c3CCN2CCCn2cccn2)cc1 (stereo not drawn)	4	-20	-2	1.2	1.4	-11	20	4	-0.1	-1.5
42	CC(=O)Nc1ccc2c(c1)OCCOCCOc1cc(NC(C)=O)ccc1OCCO2	-5	nt	1	0.4	1.6	3	nt	0	-2.3	-1.0
43	COc1ccc(NC(=O)c2cc(S(=O)(=O)N(C)C)ccc2N2CCCC2)cc1Cl	-2	31	-2	0.8	3.5	1	-31	-2	-3.8	0.3
44	CCOC(=O)c1sc(C)c2c(=O)n(Cc3ccc(Cl)cc3)cnc12	-2	-30	-1	-1.4	4.3	1	30	nt	-0.9	0.1
45	O=C1NC2(CCC3(CC2)OCCO3)NN1c1ccc(Cl)cc1	2	4	nt	2.8	4.2	3	-4	5	-0.2	2.3

# Rows are unselected, and some 3.6% of all compounds hit somewhere here.
